Compound activity: PubChem, several laboratories
SV40 large T antigen = SV40 large T antigen inhibitors, biochemical (AID 1903); SV40 large T antigen ATPase/helicase inhibition assay; higher % means a stronger effect; inhibition, % at 20 µM; hits with a dose series show IC50 in µM; hit rate 0.39% among 310,000; in the data active means a potency from the dose series; inconclusive means inhibition mostly from about 32% at the one dose, without a potency; inactive means the rest, 99 in 100 with inhibition below about 32%; further: strong numbers were not always called active
MgcRacGAP inhibition = MgcRacGAP GTPase-activating activity inhibitors, confirmation, biochemical, ADP Hunter fluorescence; MgcRacGAP-stimulated Rac1 GTP hydrolysis, ADP Hunter fluorescence; higher % means a stronger effect; GST-tagged Rac1 F28L mutant substrate; inhibition, % at 30 µM; hits with a dose series show IC50 in µM; hit rate 0.6% among 340,000; AID 624330;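 active means first-screen hits whose inhibition reached a set limit at any dose in the follow-up dose series; inconclusive means inhibition above the set first-screen limit but never retested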;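 further: fluorescence reports GDP produced by GAP-driven GTP hydrolysis; strong numbers were not always called active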
PhoP inhibition = PhoP-dependent GFP reporter repression – Salmonella Typhimurium, primary screen (AID 1863) | S. Typhimurium PhoP-regulated promoter GFP reporter, 4 h; higher % means a stronger effect | hit rate 0.16% among 300,000 | inhibition, % at 50 µM, or IC50 in µM where a hit was titrated;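 active means inhibition over 29.93%, a cutoff 3 SD above the screen mean, later confirmed by dose response; inconclusive means inhibition over 29.93% but no dose response follow-up; inactive means inhibition at most 29.93% or unconfirmed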;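 further: 0% = low Mg2+ inducing control and 100% = high Mg2+ repressing control; strong numbers were not always called active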
GPR35 antagonists = inhibition of zaprinast-stimulated GPR35 beta-arrestin translocation – imaging, U2OS, beta-arrestin-GFP, zaprinast agonist, primary screen (AID 2058). U2OS GPR35 beta-arrestin-GFP translocation imaging, zaprinast antagonism; higher % means a stronger effect. one-dose inhibition, % at 10 µM; IC50 in µM for titrated hits. hit rate 0.052% among 290,000;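 active means inhibition of at least 50% with at least 30 cells and total cytoplasm GFP at most 10,000,000; inconclusive means under 30 cells or total GFP of 10,000,000 plus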
RSV antiviral HEp-2 = inhibition of RSV-induced cytopathic effect – HEp-2 cells, primary 10 µM value included (AID 2391) | HEp-2 cells, RSV-induced CPE inhibition; higher % means a stronger effect | one-dose CPE inhibition, % at 10 µM; IC50 in µM for titrated hits | hit rate 0.13% among 310,000; in the data active means a potency from the dose series; inconclusive means CPE inhibition mostly from about 23% at the one dose, without a potency; inactive means the rest, 99 in 100 with CPE inhibition below about 21%; further: strong numbers were not always called active
West Nile antiviral = inhibition of WNV-induced cytopathic effect – cell-based, CPE readout (AID 1621). West Nile virus-infected cells, CPE inhibition; higher % means a stronger effect. CPE inhibition, % at 10 µM; hits with a dose series show IC50 in µM. hit rate 0.02% among 290,000; in the data active means a potency from the dose series; inconclusive means CPE inhibition mostly from about 3.7% at the one dose, without a potency; inactive means the rest, 99 in 100 with CPE inhibition below about 2.2%; further: strong numbers were not always called active
NS5 inhibitors = Dengue-2 NS5 methyltransferase inhibitors, primary screen, biochemical, confirmation dose response (AID 588689). hit rate 0.3% among 340,000. one-dose inhibition, % at 25 µM; IC50 in µM for titrated hits. Dengue-2 NS5 methyltransferase capping enzyme assay, biochemical; higher % means a stronger effect; in the data active means a potency from the dose series; inconclusive means inhibition above about 29% without an active follow-up result
ER stress rescue = protection against thapsigargin-triggered cell killing – 384-well, CSM14.1, ATP luminescence, primary screen (AID 1222); CSM14.1 thapsigargin-induced death rescue, ATP luminescence; higher % means a stronger effect; cellular ATP content (survival), % at 20 µM; hits with a dose series show EC50 in µM; 190,000 tested, under 10 active;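 active means EC50 below 50 µM in the dose-response confirmation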;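 further: death triggered by thapsigargin at about 15 µM added after 2 h compound pretreatment; cell ATP read after overnight thapsigargin exposure of roughly 18 to 22 hours; normalized against plate controls of thapsigargin alone and 5% DMSO vehicle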
LYP inhibition = PTPN22 lymphoid phosphatase activity blockers – biochemical, fluorescence intensity, uHTS (AID 1779) | recombinant LYP phosphatase, fluorescence intensity; higher % means a stronger effect | inhibition, % at 11.5 µM; hits with a dose series show IC50 in µM | hit rate 0.054% among 290,000; in the data active means inhibition above about 50%;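 further: plate controls were vehicle with enzyme for no effect and no enzyme for full effect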
NS5 inhibitors pilot replicate = recorded beside NS5 inhibitors, whose call it bears; inhibition, %; measured here: pilot screen replicate inhibition
The depositor's hits bear a star; u = inconclusive; x = no result given. Rows are unselected (roughly 1.5% active in at least one column).

SMILES	SV40 large T antigen	MgcRacGAP inhibition	PhoP inhibition	GPR35 antagonists	RSV antiviral HEp-2	West Nile antiviral	NS5 inhibitors	ER stress rescue	LYP inhibition	others
O=C(NCCc1ccccc1F)[C@@H]1CSC2c3ccccc3C(=O)N21 (stereo partly drawn)	4%	5%	-5%	9%	0.6%	-0.5%	-9%	-0.9%	9%
COC(=O)c1ccc(C(=O)OC)c(NC(=O)CN(C)Cc2ccccc2)c1	0%	10%	-4%	-15%	8.6%	-0.9%	-4%	-2.6%	-1%
CC(=O)Nc1ccc(S(=O)(=O)N2CCN(C(=O)C3COc4ccccc4O3)CC2)cc1 (stereo not drawn)	12%	-1%	-7%	6%	8.0%	-1.2%	-5%	x	-8%
CCc1cc(=O)oc2cc(OCc3nn[nH]n3)ccc12	8%	14%	-2%	-3%	1.7%	0.2%	-1%	-0.8%	-8%
Cc1ccc2cc(CN(CCN3CCOCC3)C(=O)NCc3ccccc3)c(=O)[nH]c2c1C	10%	-5%	3%	13%	x	-0.2%	-1%	-0.4%	2%
COc1ccc(S(=O)(=O)N2CCOC2CNC(=O)C(=O)NCCCn2ccnc2)cc1OC (stereo not drawn)	11%	-8%	7%	-3%	0.0%	1.1%	-5%	-1.3%	-5%
COc1ccccc1NS(=O)(=O)c1ccc2oc(=O)ccc2c1	-3%	-1%	9%	4%	-0.1%	-0.4%	-2%	x	-5%
CCN(CC)S(=O)(=O)c1ccc2c3c(cccc13)C(=O)S2	26%	11%	1%	-6%	2.9%	-1.4%	-4%	1.0%	-7%
O=C1NC2(CCCCC2)C(=O)N1c1ccc(Cl)cc1	7%	11%	9%	-3%	-0.2%	-0.3%	2%	x	-10%
COCCCNC(=O)CN1C(=O)COc2ccc(S(=O)(=O)N3CCOCC3)cc21	1%	1%	-5%	2%	0.4%	-0.3%	-1%	x	-14%
Cc1ccc(CNS(=O)(=O)c2cc3c4c(c2)CCN4C(=O)CC3)cc1	7%	5%	-6%	x	1.0%	x	-4%	x	x
COc1ccc(CCNS(=O)(=O)c2c(C)[nH]c(C)c2C(=O)N2CCCCC2)cc1OC	8%	7%	-3%	-13%	0.2%	0.1%	-2%	x	0%
Cn1cc([N+](=O)[O-])c(C(=O)Nc2ccc(C(=O)N3CCCCC3)cc2)n1	2%	6%	-4%	-14%	5.2%	u	-8%	-3.9%	-7%
C/C(=N\Nc1nc(C)cc(-c2ccccc2)n1)c1ccc(C)o1	5%	-2%	-2%	-1%	0.6%	-1.2%	-19%	-2.4%	-2%
COc1ccc(-[n+]2c(C)cc(/C=C3\Sc4ccccc4N3C)cc2C)cc1	14%	11%	10%	u	1.9%	-2.1%	-136%	-2.6%	11%
COc1cc(OC)cc(C(=O)Nc2ccc(Nc3ccccc3)cc2)c1	13%	20%	7%	8%	u	-0.8%	-4%	x	-2%
c1ccc(-c2[nH]ncc2-c2nc3ccccc3[nH]2)cc1	5%	3%	5%	1%	1.2%	0.1%	-1%	0.8%	-10%
COc1ccc(N(C(=O)c2ccc(Cl)cc2)C2=CC3CCC(C2)N3C)cc1 (stereo not drawn)	17%	0%	-2%	-8%	-1.5%	-0.1%	-7%	-1.5%	-6%
Cc1nn(CCCC(=O)NCCCN2CCN(C)CC2)c(=O)c2c1sc1ccccc12	5%	0%	-6%	4%	0.3%	-0.1%	0%	x	-7%
CCn1c(CN2CCOCC2)nnc1SCC(=O)Nc1ccccc1C	18%	-4%	6%	6%	0.1%	0.1%	-1%	x	-11%
COC(=O)c1sc2nc(CN3CCN(c4ccc(OC)cc4)CC3)[nH]c(=O)c2c1C	6%	5%	12%	-10%	0.8%	-0.2%	-6%	-2.2%	-3%
Cc1c(C(=O)N2CCCCC2)c(S(=O)(=O)NCc2ccc(N(C)C)cc2)c(C)n1C	3%	10%	-10%	17%	0.2%	-0.1%	-2%	x	-7%
CC(=O)N1CCCc2cc(S(=O)(=O)CCC(=O)Nc3cccc(C)c3C)ccc21	4%	10%	-7%	14%	2.2%	0.1%	-9%	x	-4%
CCCCn1c(SCC(=O)c2ccc(OC)c(OC)c2)nc2cc(S(N)(=O)=O)ccc21	-11%	9%	-2%	-9%	4.5%	-0.1%	-6%	-0.3%	-4%
Cc1ccc(S(=O)(=O)N(C)CC(=O)NC2CC(C)(C)NC(C)(C)C2)cc1	-3%	3%	12%	7%	0.7%	0.6%	-5%	x	0%

Further records
SMILES	SV40 large T antigen	MgcRacGAP inhibition	PhoP inhibition	GPR35 antagonists	RSV antiviral HEp-2	West Nile antiviral	NS5 inhibitors	ER stress rescue	LYP inhibition	others
CN1CCN(C(=O)C(C(=O)c2ccc(F)cc2)n2ccccc2=O)CC1 (stereo not drawn)	8%	7%	6%	-10%	1.9%	0.5%	-6%	3.6%	-2%
CCN(c1ccccc1)S(=O)(=O)c1ccc(NC(=S)NC(=O)c2cccs2)cc1	10%	16%	-3%	-7%	11%	-0.5%	2%	0.9%	8%
O=C(CN(C(=O)c1csnn1)c1ccc(F)cc1)NCc1ccc2c(c1)OCO2	5%	9%	4%	-2%	0.5%	-0.6%	-7%	x	-7%
COc1ccc(CN2CCNC(=O)C2CC(=O)NCCSc2nccn2C)c(OC)c1 (stereo not drawn)	x	-4%	x	21%	0.8%	0.1%	-3%	-1.3%	-5%
Cc1ccccc1OC1=NS(=O)(=O)c2ccccc21	x	2%	x	5%	-1.1%	0.6%	-12%	1.7%	-5%
CCOc1ccc(-c2cccc(NC(=O)c3ccc(Br)o3)c2)nn1	12%	4%	10%	x	-1.2%	x	0%	x	x
Cc1ccc(S(=O)(=O)N(C)Cc2ccc(C(=O)N/N=C3\CC(=O)CC(C)(C)C3)cc2)cc1	19%	6%	-4%	18%	u	0.9%	-11%	-1.4%	3%
COc1ccc(NC(=O)CN(C)C(=O)CSCC(=O)Nc2ccc(C)cc2)cc1	21%	11%	-1%	x	-2.9%	x	1%	x	x
COc1c(Cl)cc(Cl)cc1CNCc1ccccc1	16%	10%	1%	-8%	-0.3%	-0.8%	2%	-2.1%	-6%
O=C(Nc1ccccc1C(=O)NCc1ccco1)c1ccco1	17%	6%	-4%	8%	1.7%	-0.1%	-5%	-3.8%	0%
CCCc1cc(=O)[nH]c(SCC(=O)N2CCN(S(=O)(=O)c3ccc(C)cc3)C2)n1	2%	5%	-2%	7%	0.1%	0.2%	0%	2.7%	-6%
Cc1ccc(C)c(S(=O)(=O)Nc2ccccc2C(=O)Nc2ccccc2N2CCOCC2)c1	14%	11%	-12%	4%	0.5%	-0.8%	-2%	-1.6%	0%
CC(=O)Oc1ccc(Nc2ccccc2)cc1	28%	9%	-1%	-12%	-0.4%	-0.5%	13%	1.2%	-5%
O=C(Cc1c(F)cccc1Cl)NC1=NCCS1	27%	0%	1%	5%	0.4%	-0.3%	8%	x	-5%
CCOC(=O)C1(CCOc2ccccc2)CCN(Cc2cccc(OC)c2O)CC1	1%	6%	-1%	5%	1.5%	-1.8%	-7%	x	-8%
COc1ccc(/C=C/CN2CCC(Oc3ccc(C(=O)N4CCCCC4)cc3)CC2)cc1	12%	8%	10%	-5%	-1.5%	-1.1%	-1%	x	-8%
CCCCCC1CC(COc2ccccc2)OC1=O (stereo not drawn)	8%	7%	4%	14%	1.6%	-0.9%	-8%	x	-6%
COc1ccc(CNC(=O)Cn2nc(C(F)(F)F)c(Br)c2C)cc1	5%	5%	-5%	-1%	0.1%	-1.8%	-3%	x	-8%	NS5 inhibitors pilot replicate=-0.6
Cc1ccc(CNC(=O)/C=C/c2ccc(S(=O)(=O)N3CCOCC3)cc2)cc1	3%	2%	-1%	-12%	1.2%	0.2%	4%	-7.6%	-5%
CCc1[nH]c(=O)c(C#N)c2c1COC(C)(C)C2	4%	7%	-5%	7%	2.0%	0.0%	-15%	-2.7%	-6%
C(=C\c1ccccc1)/CN1CCN(Cc2ccc3c(c2)OCCO3)CC1	6%	x	19%	2%	x	0.9%	x	-2.0%	-2%
O=Cc1cc([N+](=O)[O-])ccc1N1CCOCC1	-4%	5%	7%	-4%	0.7%	1.4%	-4%	-1.2%	-7%
CCOc1ccc(NC(=O)CN(C)C(=O)c2ccc(C3SCCS3)cc2)cc1OCC	12%	7%	-5%	x	-2.4%	x	1%	x	x
Oc1c(Br)cc(/C=N/n2c(-c3ccccc3)n[nH]c2=S)c(Br)c1O	u	x	7%	-31%	-0.4%	1.2%	x	x	-8%
CN(C)S(=O)(=O)N1CCN(C(=O)c2ccc3c(c2)OCO3)CC1	7%	7%	4%	-1%	0.8%	0.0%	-4%	x	-8%

(further entries)
SMILES	SV40 large T antigen	MgcRacGAP inhibition	PhoP inhibition	GPR35 antagonists	RSV antiviral HEp-2	West Nile antiviral	NS5 inhibitors	ER stress rescue	LYP inhibition	others
O=C(Cn1cnc(S(=O)(=O)N2CCOCC2)c1)Nc1ccc(OC(F)(F)F)cc1	11%	4%	-13%	-7%	1.7%	-0.8%	-5%	x	-4%
COc1ccc(C(=O)N2CCN(Cc3cc(OC)c(O)c(OC)c3)CC2)cc1OC	2%	18%	7%	3%	0.0%	0.9%	-1%	-1.1%	-8%
CN(C)CCNCc1ccc(OC2CCCC2)cc1	4%	11%	-2%	14%	-3.0%	-0.1%	-7%	-0.1%	-8%
Cc1cc(=O)oc2cc(O[C@@H]3O[C@H](CO)[C@@H](O)[C@H](O)[C@H]3O)ccc12	0%	1%	0%	3%	-0.3%	-0.4%	-10%	x	-7%
COC(=O)c1ccc(N/C=C\C(=O)c2ccc3c(c2)OCO3)cc1	8%	0%	1%	16%	-1.1%	0.5%	1%	-1.6%	-8%
Cc1ccc(N(Cc2cc3ccccc3[nH]c2=O)C(=O)c2cccs2)cc1C	x	5%	7%	-3%	2.1%	-0.7%	-6%	x	-2%
O=C(c1ccc2ncsc2c1)N1CCN(c2ccc(O)cc2)CC1	14µM*	u	-9%	-8%	2.2%	-0.2%	6%	-1.7%	-8%
COc1ccc(CN2CCCC(C(=O)c3cccc(C(F)(F)F)c3)C2)cc1O (stereo not drawn)	22%	6%	5%	-30%	-1.9%	-0.9%	-2%	-2.4%	3%
COc1ccccc1CNC(=O)COC(=O)c1cc([N+](=O)[O-])ccc1N1CCOCC1	22%	6%	1%	6%	4.7%	-0.6%	-10%	x	-10%
CC(=O)Nc1cccc(NC(=O)c2sc3ncn(CC(=O)N4CCCCC4)c(=O)c3c2C)c1	6%	18%	9%	-14%	x	0.3%	1%	x	-2%
O=C(c1ccccc1)c1c[nH]c(C(=O)C(Cl)(Cl)Cl)c1	10%	18%	5%	-2%	0.3%	-0.3%	4%	-2.2%	-3%
